D1 antag: Antagonist of Human D 1 Dopamine Receptor: qHTS; HEK293 TREx D1 cells, calcium flux, dopamine EC80; stronger effect = lower value; 3.2% of 360,000 active; activity change, negative = inhibition, % at 10 µM; AID 504652, 2011; in the data active means activity change below about -30%; further: on the % scale 0 is the no-effect control and ±100 the full control effect
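Allosteric or orthosteric antagonism assessed as attenuation of the calcium response to EC80 dopamine, added 180 s after compound, in induced HEK293 Trex D1 cells loaded with no-wash calcium dye.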
D1 potentiator: Potentiators of Human D1 Dopamine Receptor: qHTS | D(1A) dopamine receptor (Homo sapiens), P21728 | HEK293 TREx D1 cells, calcium flux, dopamine EC20 potentiation | potentiation, % at 10 µM | 0.036% of 360,000 active | AID 504651, 2011; in the data active means potentiation above about 30%; further: 0% is about no effect
D2 PAM: HTS Assay for Positive Allosteric Modulators of the Human D2 Dopamine Receptor: Primary Screen for Potentiators | D(2) dopamine receptor (Homo sapiens), P14416 | HEK293 T-REx D2, calcium flux, EC20 dopamine potentiation | potentiation, % at 10 µM | 0.34% of 340,000 active;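 active means potentiation over 3 SD above the plate norm, cut at about 30% in these data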; further: 0% is about no effect
Target sequence (P14416 whole entry, looked up): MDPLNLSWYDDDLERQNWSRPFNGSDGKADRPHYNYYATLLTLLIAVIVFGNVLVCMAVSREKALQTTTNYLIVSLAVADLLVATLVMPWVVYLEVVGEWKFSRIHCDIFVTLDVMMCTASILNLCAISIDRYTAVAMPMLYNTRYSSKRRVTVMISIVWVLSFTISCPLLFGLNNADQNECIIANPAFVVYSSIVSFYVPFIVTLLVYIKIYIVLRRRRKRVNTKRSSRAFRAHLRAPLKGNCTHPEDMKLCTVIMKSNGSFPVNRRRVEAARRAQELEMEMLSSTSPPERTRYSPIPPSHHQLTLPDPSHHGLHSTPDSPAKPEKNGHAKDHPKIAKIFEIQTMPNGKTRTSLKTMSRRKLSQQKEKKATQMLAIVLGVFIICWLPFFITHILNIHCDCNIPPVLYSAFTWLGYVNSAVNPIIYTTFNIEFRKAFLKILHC
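Potentiation of an EC20 dopamine calcium response is measured in a force-coupled, tetracycline-inducible Hek293 Trex D2 line. Compound-only kinetic reads over 180 s flag agonists before dopamine addition.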
Vif-APOBEC3F blk: qHTS for Inhibitors of Vif-A3F Interactions: qHTS; HeLa A3F-eYFP + Vif (tagged APOBEC3F with the HIV-1 protein that degrades it), YFP fluorescence increase; Potency, µM (series often up to 46.1 µM), inactives show top-dose activity, negative = active; 0.2% of 390,000 active; AID 602313, 2012; further: potency means the concentration at half of the fitted maximal effect; % of control where 0% means no effect; nearly all actives have a fitted effect of over 65% in size
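HeLa cells stably expressing A3F-eYFP plus Vif, plated and incubated overnight at 37 deg C, then exposed to compounds overnight at 37 deg C. Blocked degradation read as raised yellow fluorescence (Ex 488/Em 500-530).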
D1 agonist: Allosteric Agonists of the Human D1 Dopamine Receptor: qHTS; activation, % at 2 µM; AID 504660, 2011; HEK293 T-REx D1 cells, calcium flux, agonist mode; 1% of 360,000 active; in the data active means activation above about 30%; further: 0% is about no effect
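Inducible HEK293 T-REx D1 cells, force-coupled to calcium signalling, were plated at 4000 cells/well with tetracycline and held overnight at 30 C. After no-wash calcium dye loading, compound-evoked calcium rise over 180 s flagged agonists.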
RXFP1 antagonist: qHTS Assay for Antagonists of the Relaxin Receptor RXFP1 | HEK293-RXFP1, relaxin-stimulated cAMP HTRF, 30 min; stronger effect = lower value | activity change, negative = inhibition, % at 57.5 µM | 0.59% of 350,000 active | AID 1259400, 2018;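 active means activity change of -60% or lower, but not beyond a set lower limit; inconclusive means change between -60% and -40%, or beyond the set limit; inactive means change above -40%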; further: on the % scale 0 is the no-effect control and ±100 the full control effect
RXFP1 ag: qHTS Assay for Agonists of the Relaxin Receptor RXFP1. HEK293T-RXFP1 cAMP TR-FRET, 30 min; response scale: percent of porcine relaxin response, buffer zero. Potency, µM (doses to about 57.5 µM), without a hit: at the highest dose activation, most hits filed as activators. 0.3% of 370,000 active. AID 2676, 2010; further: potency means the concentration at half of the fitted maximal effect; on the % scale 0 is the no-effect control and ±100 the full control effect; nearly all actives have a fitted effect of over 60% in size; many of its hits are not listed in these tables
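HEK293T cells stably expressing RXFP1 were pretreated with the PDE4 inhibitor Ro 20174, exposed to compounds for 30 min at 37C, lysed, and cAMP was read by TR-FRET. Data normalized to buffer (basal) and 29 nM porcine relaxin (100%).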
Vif-APOBEC3G blk: qHTS for Inhibitors of Vif-A3G Interactions: qHTS; DNA dC->dU-editing enzyme APOBEC-3G (Homo sapiens), Q9HC16; HeLa A3G-eYFP + Vif (tagged APOBEC3G with the HIV-1 protein that degrades it), YFP fluorescence, overnight; Potency, µM (top dose mostly 46.1 µM), for the others: top-dose activity, negative = active, usual class: inhibitors; 0.076% of 410,000 active;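 further: potency means the concentration at half of the fitted maximal effect; on the % scale 0 is the no-effect control and ±100 the full control effect; nearly all actives have a fitted effect of over 60% in size; hits raise eYFP signal because A3G escapes Vif-driven loss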
Target sequence (Q9HC16 whole entry, looked up): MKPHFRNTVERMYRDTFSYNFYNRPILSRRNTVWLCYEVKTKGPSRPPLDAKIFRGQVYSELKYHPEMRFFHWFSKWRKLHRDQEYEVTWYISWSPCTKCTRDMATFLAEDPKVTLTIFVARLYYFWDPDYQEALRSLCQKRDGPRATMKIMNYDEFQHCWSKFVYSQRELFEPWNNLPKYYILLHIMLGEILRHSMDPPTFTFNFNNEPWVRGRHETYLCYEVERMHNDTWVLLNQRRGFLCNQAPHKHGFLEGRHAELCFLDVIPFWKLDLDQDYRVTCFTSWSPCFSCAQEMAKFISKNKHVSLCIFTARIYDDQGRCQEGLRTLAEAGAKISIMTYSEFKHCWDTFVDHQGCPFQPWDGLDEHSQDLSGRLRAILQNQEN
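Read-out is eYFP fluorescence (Ex 488/Em 500-530) from Vif-expressing HeLa A3G-eYFP cells; more signal means A3G escaped Vif-mediated degradation. Cells plated overnight, compound pinned in, incubated overnight at 37 deg C.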
GRP78 ERSR act: qHTS for Inducers of the Endoplasmic Reticulum Stress Response (ERSR) in Human Glioma: qHTS. Potency, µM, inactives show at the highest dose activation, usual class: activators. 0.02% of 420,000 active. U87-MG GRP78 promoter luciferase reporter, 16 h; further: potency means the concentration at half of the fitted maximal effect; series mostly up to about 76 µM; % of control where 0% means no effect; nearly all actives have a fitted effect of over 35% in size
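Stably transfected U87-MG glioma cells carrying a GRP78-based luciferase sensor; 16 h compound incubation. Luminescence end-point read 10 min after Bright-Glo addition at room temperature.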
* hit, by the source's call; ? = inconclusive; · = not tested or not shown. Unless noted, the call rests on the fitted dose curve; in most records, active means well fitted curve in the direction sought with a large enough effect; inconclusive means small, poorly fitted or top-dose-only effect, or another doubt; inactive means no such curve, though single readings can be large; an effect the other way counts as inactive or inconclusive. Only part of the results is shown. The share of hits here may be higher or lower than overall.

SMILES | D1 antag | D1 potentiator | D2 PAM | Vif-APOBEC3F blk | D1 agonist | RXFP1 antagonist | RXFP1 ag | Vif-APOBEC3G blk | GRP78 ERSR act
COc1ccc(C2N3CC4(C)CN2CC(c2ccccc2)(C3)C4=O)cc1OC (centres undefined) | 10 | 1 | 6 | 5% | 0 | -9 | -0.4% | -2% | -1%
c1ccc(CSc2nnc(-c3cccnc3)o2)cc1 | -7 | -4 | -2 | 6% | 4 | -4 | -0.4% | -6% | 3%
COc1cccc2cc(C(=O)N3CCN(c4ccccn4)CC3)c(=O)oc12 | -37* | 3 | 12 | 2% | 9 | 0 | 1.6% | 0% | -3%
CCSc1nc(N)c(C#N)c(-c2ccco2)c1C#N | -16 | -6 | 15 | · | -1 | 2 | 2.3% | -14% | 0%
CCN1C(C(=O)c2ccccc2)=C(OC(=O)c2ccccc2OC)c2ccccc2S1(=O)=O | -4 | -4 | 9 | 6% | 6 | -22 | -0.1% | -20% | -7%
Cc1ccc(/C=C2\CC(C)CC3=C2NC(=S)NC3c2ccc(C)cc2)cc1 (centres undefined) | -16 | 1 | 4 | -21% | 2 | ? | 0.0% | 0% | -5%
COC(=O)Cc1c(O)ccn(Cc2cccc(C(F)(F)F)c2)c1=O | -5 | -6 | -5 | -5% | 3 | 1 | 2.5% | 0% | -5%
COc1cc(/C=C/C(=O)OCC(=O)NC(=O)NC(C)C)cc(OC)c1OC | 0 | 6 | 3 | 5% | 5 | 9 | 5.2% | 0% | 2%
CCn1ccc2c(OCC(=O)NCCc3ccc(OC)c(OC)c3)cccc2c1=O | -9 | 0 | 8 | 6% | 1 | -6 | -0.2% | -4% | -6%
Cc1c(S(=O)(=O)c2cccc(Cl)c2)nnn1-c1cccc(C(F)(F)F)c1 | -9 | -1 | -1 | -2% | 17 | · | -0.6% | 4% | -2%
CC(Sc1nc2ccccc2[nH]1)C(=O)O (centres undefined) | -3 | 1 | 10 | 13% | 6 | -4 | 1.1% | 2% | -3%
CC(C)Oc1ccc(CN2CCCC(CO)(Cc3ccc(F)cc3)C2)cc1 (centres undefined) | -3 | -3 | -19 | -3% | 9 | -8 | 0.9% | -2% | -4%
COc1ccc(CC(=O)NCCS(=O)(=O)N2CCN(c3ccccc3)CC2)cc1OC | -5 | -4 | 7 | 2% | 3 | -8 | 0.8% | 1% | -7%
Cn1c(N)c(C(=O)CSc2nc3ccccc3n2-c2ccccc2)c(=O)n(C)c1=O | 7 | -3 | 12 | -17% | 1 | -6 | 7.1% | -6% | -8%
CC(=O)Nc1ccc(S(=O)(=O)Nc2ccc(NC(=O)c3ccco3)cc2)cc1 | 24 | 3 | · | -4% | 0 | -13 | 0.5% | -1% | -2%
O=C(Nc1c(Cl)cc(Cl)cc1C(=O)NCCN1CCOCC1)c1cccc([N+](=O)[O-])c1 | 3 | 5 | -16 | 13% | 1 | -3 | -1.1% | 1% | -3%
COc1cc(CC(CC(=O)c2ccc3c(c2)OCO3)C(=O)O)cc(OC)c1OC (centres undefined) | · | · | · | 1% | · | -11 | · | 2% | -4%
O=C(Nc1ccc(F)cc1)c1cccc(NC(=O)C2C3CC4OC(=O)C2C4C3)c1 (centres undefined) | 0 | 2 | 13 | -4% | 3 | -3 | -1.8% | 0% | -3%
COC(=O)C1CCN(C(=O)Cn2nnc(-c3cccc(F)c3)n2)CC1 | -9 | -4 | 3 | -24% | 1 | -7 | -0.4% | 2% | -6%
Cc1ccccc1CC(=O)c1ccc(O)c(C)c1O | 7 | -3 | -2 | -14% | 2 | 1 | 0.2% | 2% | 3%
O=C(Nc1nc2ccc(F)cc2s1)c1ccc(N2CCCC2=O)cc1 | -13 | -3 | 2 | -14% | 6 | 10 | 11% | 1% | 7%
CCCNC(=O)CSc1nc2nc(C)c(Cc3ccccc3Cl)c(C)n2n1 | 1 | 0 | 3 | 2% | -1 | -13 | -1.3% | -5% | -2%
O=C(CSc1nc(-c2ccccc2)nn1C(=O)c1ccccc1)Nc1cccc([N+](=O)[O-])c1 | -34* | -2 | 14 | 2% | 15 | 3 | 1.3% | -5% | 4%
COc1ccc(CCN2CC(C(=O)OCC(=O)N(C)CC(=O)Nc3ccccc3Cl)CC2=O)cc1OC (centres undefined) | · | · | · | 0% | · | -3 | · | 0% | -5%
Cc1cc(C)n2nc(SCCOc3ccccc3F)nc2n1 | 7 | -1 | 0 | 4% | -5 | -13 | 5.7% | -5% | 4%
Cc1ccccc1-c1cc2c(nn1)-c1ccccc1C2=O | 7 | -1 | 10 | -51% | 2 | 13 | 0.2% | -1% | -2%
CCCCN(C(=O)NC(=O)Nc1ccccc1OC)S(C)(=O)=O | 4 | -5 | -4 | -6% | 3 | 12 | -0.2% | -1% | -2%
CCOC(=O)c1cc(-c2ccc(N3CCOCC3)cc2)nn1-c1ccccc1 | 12 | -3 | 9 | 3% | 0 | -6 | -2.0% | -7% | -2%
O=C(COC(=O)C1=COCCO1)Nc1cccc(Oc2ccccc2)c1 | -2 | -1 | 6 | -4% | 3 | -15 | 0.0% | 2% | -1%
COCCNC(=O)c1cn(CCOC)c(=O)c2c1c1ccccc1n2C | 11 | -8 | 10 | 5% | 0 | -9 | -0.2% | 0% | -3%

Pulled one by one from the entries so far (five):
SMILES | D1 antag | D1 potentiator | D2 PAM | Vif-APOBEC3F blk | D1 agonist | RXFP1 antagonist | RXFP1 ag | Vif-APOBEC3G blk | GRP78 ERSR act
COC(=O)C1CCN(C(=O)Cn2nnc(-c3cccc(F)c3)n2)CC1 | -9 | -4 | 3 | -24% | 1 | -7 | -0.4% | 2% | -6%
Cn1c(N)c(C(=O)CSc2nc3ccccc3n2-c2ccccc2)c(=O)n(C)c1=O | 7 | -3 | 12 | -17% | 1 | -6 | 7.1% | -6% | -8%
Cc1cc(C)n2nc(SCCOc3ccccc3F)nc2n1 | 7 | -1 | 0 | 4% | -5 | -13 | 5.7% | -5% | 4%
COc1ccc(CC(=O)NCCS(=O)(=O)N2CCN(c3ccccc3)CC2)cc1OC | -5 | -4 | 7 | 2% | 3 | -8 | 0.8% | 1% | -7%
CCn1ccc2c(OCC(=O)NCCc3ccc(OC)c(OC)c3)cccc2c1=O | -9 | 0 | 8 | 6% | 1 | -6 | -0.2% | -4% | -6%

Later entries.
SMILES | D1 antag | D1 potentiator | D2 PAM | Vif-APOBEC3F blk | D1 agonist | RXFP1 antagonist | RXFP1 ag | Vif-APOBEC3G blk | GRP78 ERSR act
Cc1[nH]nc2nc3c(c(OC(=O)c4ccccc4)c12)c(=O)n(C)c(=O)n3C | -39* | · | 1 | · | -1 | · | -1.1% | · | ·
Cc1ccc(NC(=O)N2CCC(N3CCN(Cc4ccccc4)C(=O)C3=O)CC2)cc1Cl | 1 | -2 | -7 | 4% | 1 | 5 | 3.7% | -2% | 2%
CCn1cc(C(=O)N(C)Cc2ccccc2)c(=O)c2cc(S(=O)(=O)N3CCc4ccccc4C3)ccc21 | 11 | 2 | 1 | -14% | 3 | · | 0.3% | 0% | -1%
Cc1cnc(CNC(=O)c2ccc3oc(Cc4ccccc4)nc3c2)[nH]1 | 8 | -4 | -2 | -17% | 8 | 28 | -0.7% | 3% | -5%
COc1ccc(C(CNC(=O)c2cccc(S(=O)(=O)Nc3ccccc3OC)c2)N2CCOCC2)cc1 (centres undefined) | 3 | -3 | -4 | 0% | 8 | -3 | -1.5% | 0% | -2%
O=C(CCn1c(=O)oc2ccccc21)NCc1cccs1 | -2 | -1 | 10 | 0% | 3 | -3 | 0.0% | 0% | -2%
O=C1c2sc3nc4ccccc4n3c2C(=O)N1c1ccccc1Cl | -12 | 0 | 21 | 3% | 4 | -6 | 1.0% | 1% | 0%
O=C(O)Cn1nc(-c2ccccc2)ccc1=O | 1 | 5 | 0 | 13% | 2 | -17 | 4.7% | -6% | -5%
O=C(NCc1ccccn1)C1CN(S(=O)(=O)c2ccccc2)CCN1S(=O)(=O)c1ccccc1 (centres undefined) | 3 | -2 | -8 | 2% | 4 | 6 | 7.2% | 0% | -2%
CCN(c1ccccc1)S(=O)(=O)c1ccc(OC)c(NC(=O)C2CC2)c1 | 9 | -1 | · | 6% | 2 | -4 | 1.5% | -12% | -1%
CSc1nnc(-c2cccs2)n1-c1ccccc1 | -3 | -2 | -6 | -7% | 5 | -6 | 0.6% | 1% | 1%
Cn1cnnc1SCC(=O)NC1CCCCC1 | -1 | -3 | 11 | -13% | 1 | -7 | 2.2% | 0% | -2%
COc1ccc(CCNC(=O)C2CCC(=O)N(CCc3ccc(OC)cc3)C2)cc1 (centres undefined) | -4 | -1 | -6 | 3% | 3 | 1 | 0.6% | -1% | 3%

Source: PubChem (National Center for Advancing Translational Sciences (NCATS))
